# Anthrax LF inh2: anthrax lethal factor protease inhibition. P15917. multiplex microsphere protease cleavage assay, LF. inhibition, % at 10 µM. 360,000 tested, 0.12% active; further: plate controls were buffer without enzyme for full effect and enzyme alone for no effect
# Target sequence (P15917 whole entry, looked up): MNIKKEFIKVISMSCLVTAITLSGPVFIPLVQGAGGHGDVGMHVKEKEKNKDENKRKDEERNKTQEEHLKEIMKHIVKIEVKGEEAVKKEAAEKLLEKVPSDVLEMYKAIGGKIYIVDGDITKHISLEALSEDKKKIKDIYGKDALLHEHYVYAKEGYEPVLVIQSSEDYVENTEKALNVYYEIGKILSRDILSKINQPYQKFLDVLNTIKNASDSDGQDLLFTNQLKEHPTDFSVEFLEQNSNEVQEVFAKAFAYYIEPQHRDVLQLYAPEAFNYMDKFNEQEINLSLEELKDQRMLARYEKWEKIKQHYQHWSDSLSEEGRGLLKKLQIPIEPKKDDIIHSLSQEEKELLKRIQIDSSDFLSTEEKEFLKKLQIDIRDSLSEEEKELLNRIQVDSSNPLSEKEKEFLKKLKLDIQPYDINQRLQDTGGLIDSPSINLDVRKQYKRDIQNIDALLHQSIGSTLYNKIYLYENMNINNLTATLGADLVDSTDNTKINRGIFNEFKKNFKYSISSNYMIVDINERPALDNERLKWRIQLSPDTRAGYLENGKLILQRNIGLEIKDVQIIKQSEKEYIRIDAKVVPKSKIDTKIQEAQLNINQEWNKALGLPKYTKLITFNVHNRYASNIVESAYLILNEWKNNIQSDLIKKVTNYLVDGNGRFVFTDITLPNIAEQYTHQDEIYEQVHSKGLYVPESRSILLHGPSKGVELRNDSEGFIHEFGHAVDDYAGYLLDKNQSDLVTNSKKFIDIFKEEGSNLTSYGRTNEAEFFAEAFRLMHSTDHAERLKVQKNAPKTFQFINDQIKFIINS
# CCHFV vOTU inh: CCHFV vOTU protease inhibition. AID 651958. Pep-AMC fluorescence. 370,000 tested, 0.55% active. inhibition, % at 11.5 µM; in the data active means inhibition above about 30%; further: 0% = vehicle wells with enzyme and 100% = no enzyme wells
# SSB-PriA inh: inhibitors of Klebsiella pneumoniae PriA binding to SSB C-terminal tail; AlphaScreen SSBct-PriA binding, biotinylated peptide; 430,000 tested, 0.6% active; AID 1272365; inhibition, % at 33 µM; in the data active means inhibition mostly above about 37%, no sharp cut-off; inactive means mostly below about 20%;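 further: plate controls were negative control peptide for no effect and reference peptide for full effect; strong numbers were not always called active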
# BoNT A protease: inhibitors of Botulinum neurotoxin A light chain protease; multiplex microsphere protease substrate cleavage, flow cytometry; inhibition, % at 10 µM; 360,000 tested, 0.17% active; AID 588499; further: plate controls were buffer without enzyme for full effect and enzyme alone for no effect
# TcdB inh: TcdB glycohydrolase inhibition. P18177. TcdB glycohydrolase enzymatic assay, plate reader. inhibition, % at 9.99 µM. 350,000 tested, 0.24% active; in the data active means inhibition above about 10%
# BH1578 lux ind: induces V. cholerae light production without autoinducers; V. cholerae BH1578 lux reporter, luminescence, 6 h; activation, % at 18.7 µM; 350,000 tested, 0.16% active; AID 588436; in the data active means activation mostly above about 9.7%, no sharp cut-off; inconclusive means no clear call, values can overlap the other calls; inactive means mostly below about 3.7%; further: not every result past the cut was called active; inactives centre near 0; reference of the scale not given here
# PfHsp40 rescue: rescue of PfHsp40-mediated yeast toxicity. AID 504582. 340,000 tested, 0.68% active. growth rescue, % at 12.5 µM. S. cerevisiae expressing PfHsp40, growth rescue, ATP luminescence; in the data active means growth rescue above about 28%, passing the limit was not always enough; inconclusive means no clear call, values can overlap the other calls;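 further: yeast W303a lacking pdr1 and pdr3 grown in galactose medium; growth measured after three days at 30 °C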
# SARS 3CLpro inh: SARS-CoV 3CLpro protease inhibition | P0C6X7 | recombinant SARS-CoV 3CLpro, quenched FRET peptide cleavage | inhibition, % at 6 µM | 290,000 tested, 0.14% active | AID 1706; in the data active means inhibition above about 12%
# DUSP3 inh: inhibitors of human VHR1 phosphatase (DUSP3). 290,000 tested, 0.52% active. recombinant VHR phosphatase, pNPP absorbance. inhibition, % at 13.3 µM; in the data active means inhibition above about 50%; further: some compounds called inactive have numbers as strong as hits
# Target sequence (P51452 whole entry, looked up): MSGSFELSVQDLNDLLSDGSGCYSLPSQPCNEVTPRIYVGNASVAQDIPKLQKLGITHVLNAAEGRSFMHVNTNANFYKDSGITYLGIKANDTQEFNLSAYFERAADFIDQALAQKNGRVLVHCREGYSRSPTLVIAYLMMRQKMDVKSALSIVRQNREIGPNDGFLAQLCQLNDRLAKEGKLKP
# Y pestis TopoI: inhibitors of Yersinia pestis topoisomerase I | activity, % at 10 µM | AID 504884 | 360,000 tested, 0.064% active | Y. pestis Topo-I cleavage product accumulation, plate reader; in the data active means activity above about 50%, passing the limit was not always enough; inconclusive means no clear call, values can overlap the other calls; further: inactives centre near 2
# Numbers without * were called inactive; i = inactive; ? = inconclusive; nt = not tested or not shown; & = joins results of further samples. Unless noted, no stated cut-off is given here; in the data, active means inhibition above about 30%; inconclusive means no clear call, values can overlap the other calls; inactive means below that.
# The first six compounds (preview)
SMILES,Anthrax LF inh2,CCHFV vOTU inh,SSB-PriA inh,BoNT A protease,TcdB inh,BH1578 lux ind,PfHsp40 rescue,SARS 3CLpro inh,DUSP3 inh,Y pestis TopoI
O=C(NCc1ccccn1)c1ccc(Cl)c(NC2=NC3CS(=O)(=O)CC3S2)c1 (stereo unspecified),-3,-7,-2,-1.0,2.1,-0.3,-2.5,-1,23,-7
O=C(C1CCC(CNS(=O)(=O)c2ccccc2)CC1)N1CCOCC1 (stereo unspecified),-2,1,12,-1.8,0.5,-0.5,nt,-4,36,3
C/C(=N\Nc1nncc2ccccc12)c1cccc(OC(F)F)c1,-1,9,nt,-2.3,-1.6,-0.6,-0.4,-2,29,5
CCC(C)n1c(O)c(C=NC(C)c2ccccc2)c(=O)[nH]c1=S (stereo unspecified),-13,-5,3,?,0.3,i,1.8,-3,-8,-4
COc1ccc(Cn2cc(CN3CC(N4CCCC4)CS3(=O)=O)nn2)cc1 (stereo unspecified),-7,0,nt,0.3,1.2,nt,nt,nt,nt,nt
C[C@@H]1COC(=O)[C@@H](NC(=O)OCC2c3ccccc3-c3ccccc32)C/C=C\C[C@@H](CC(=O)N(CCO)Cc2ccccc2)C(=O)N1,-2,8,5,1.5,-7.7,-0.8,-0.9,nt,nt,10

# The list itself, repeating the preview:
SMILES,Anthrax LF inh2,CCHFV vOTU inh,SSB-PriA inh,BoNT A protease,TcdB inh,BH1578 lux ind,PfHsp40 rescue,SARS 3CLpro inh,DUSP3 inh,Y pestis TopoI
O=C(NCc1ccccn1)c1ccc(Cl)c(NC2=NC3CS(=O)(=O)CC3S2)c1 (stereo unspecified),-3,-7,-2,-1.0,2.1,-0.3,-2.5,-1,23,-7
O=C(C1CCC(CNS(=O)(=O)c2ccccc2)CC1)N1CCOCC1 (stereo unspecified),-2,1,12,-1.8,0.5,-0.5,nt,-4,36,3
C/C(=N\Nc1nncc2ccccc12)c1cccc(OC(F)F)c1,-1,9,nt,-2.3,-1.6,-0.6,-0.4,-2,29,5
CCC(C)n1c(O)c(C=NC(C)c2ccccc2)c(=O)[nH]c1=S (stereo unspecified),-13,-5,3,?,0.3,i,1.8,-3,-8,-4
COc1ccc(Cn2cc(CN3CC(N4CCCC4)CS3(=O)=O)nn2)cc1 (stereo unspecified),-7,0,nt,0.3,1.2,nt,nt,nt,nt,nt
C[C@@H]1COC(=O)[C@@H](NC(=O)OCC2c3ccccc3-c3ccccc32)C/C=C\C[C@@H](CC(=O)N(CCO)Cc2ccccc2)C(=O)N1,-2,8,5,1.5,-7.7,-0.8,-0.9,nt,nt,10
Cc1cc(C(=O)CSc2nnc(-c3ccco3)o2)c(C)n1C,nt,0,-3,nt,-0.4,i,-1.2,nt,nt,3
Clc1ccc(/C=N/Nc2ccccn2)cc1,-1,1,nt,0.2,1.1,0.4,2.8,-2,4,2
Cc1snc(SCc2cccc(Cl)c2)c1C#N,0,-3,-34,0.2,0.2,-0.1,nt,3,20,30
Cn1cc(/C=C(\NC(=O)c2ccccc2Cl)C(=O)NCCCN2CCOCC2)c2ccccc21,1,5,0,-0.4,0.2,-0.2,-0.5,-5,43,-5
CC(C)Oc1ccc(CN2CCC(n3nccc3NC(=O)CCc3ccccc3)CC2)cc1,3,15,-1,1.2,0.2,-1.5,3.0,-1,14,18
Cc1cccc(N2CCN(C(=O)CN3C(=O)C4CC=CCC4C3=O)CC2)c1C (stereo unspecified),-1,16,-7,-0.1,0.7,-0.2,1.5,-3,6,3
O=C(CNCc1cccc2ccccc12)Nc1ccccc1[N+](=O)[O-],-5,3,4,-0.2,0.2,i,2.3,2,32,-10
COc1cc(S(=O)(=O)N2CCN(c3ccccc3F)CC2)c(OC)cc1Cl,0,1,-3,-0.2,nt,i,-0.9,3,13,30
C=CCn1c(SCc2nc(N)nc(N3CCCCC3)n2)nnc1-c1ccco1,-3,-16,-2,2.1,nt,1.4,1.4,1,18,7
O=C(COC(=O)c1ccccc1NCCO)NCc1cccs1,-2,-81,-12,-5.8,-0.2,i,0.4,nt,nt,10
COc1ccc(/C=C(\C#N)C(=O)Nc2cccc3ncccc23)cc1OC,-7,-11,-13,-1.5,1.9,i,0.5,-2,7,5
CCc1ccc2c(c1)C(c1ccc([N+](=O)[O-])cc1)=NNC(c1ccc(C)cc1)=N2,2,5,27,0.1,1.1,-0.2,0.9,-6,-1,-9
Cn1cccc1/C=N/n1c(-c2ccc(Cl)cc2Cl)n[nH]c1=S,3,20,nt,1.2,nt,i,-0.8,3,-18,1
C=CCNc1ncnc2c1ncn2[C@H]1CN(Cc2ccc(-c3ccccc3)cc2)C[C@@H](CO)O1,1,-1,nt,0.3,1.1,-0.3,nt,nt,nt,22
C[C@H](CO)N1C[C@H](C)[C@@H](CN(C)S(=O)(=O)c2ccc(-n3cccn3)cc2)OCc2cnnn2CCCC1=O,-7,-7,nt,-0.5,0.3&0.0,-1.1,nt,nt,nt,9
CC(Sc1nnnn1C)C(=O)Nc1ccc(N2CCOCC2)cc1 (stereo unspecified),-7,-1,-3,1.4,nt,-2.5,-1.5,-1,35,-9
COC(=O)c1c(C)[nH]c(-c2csc(N)n2)c1C,-9,10,2,0.0,0.3,-1.8,0.1,3,-4,-4
O=C1c2ccccc2C(Nc2ccc3c(c2)OCCO3)N1Cc1ccco1 (stereo unspecified),-3,2,12,0.4,0.3,-0.4,0.3,1,-32,8
Cc1ncc(CN2CCCC(C(=O)Nc3ccc(-c4ccco4)cc3)C2)n1C (stereo unspecified),2,3,16,1.9,0.0,i,0.0,-7,-3,-3
O=C(c1cccc(NS(=O)(=O)c2ccc(F)c(F)c2)c1)N1CCCCC1,-1,4,-18,-5.1,3.3,-5.0,-1.2,nt,nt,-2
COc1cccc(NC(=O)COC(=O)c2c(NC(C)=O)sc(C)c2C)c1,4,11,-3,-0.4,0.5,i,0.5,nt,nt,2
Brc1ccc(-c2cnco2)cc1,-2,-8,-16,1.0,nt,-0.3,-0.6,0,17,2
COc1ccc(OCc2nnc(SCC(=O)Nc3cccc(Cl)c3)o2)cc1,9,0,-11,0.6,0.1,1.6,-0.5,0,2,9
COc1cccc(N2CCN(C(=O)c3cc4c(=O)n(Cc5ccccc5)ccc4nc3C)CC2)c1,-2,-1,10,-0.9,1.3,-2.6,0.3,4,5,7
CCC(=O)Oc1ccc(C/C(=N\O)c2ccc(O)cc2O)o1,6,4,nt,0.8,-0.8,1.8,-1.6,3,2,-11
N#CC1=C(N)NC(SCc2ccc(Br)cc2)=C(C#N)C12CCCCC2,1,4,16,-0.7,nt,-6.7,0.8,1,25,-8
CC(C)CNC(=O)c1cccc2c(-c3cccc(C(N)=O)c3)coc12,-7,-1,nt,-0.1,1.7,i,nt,nt,nt,6
C=CCN(CC=C)C(=O)CN1C(=O)NC(Cc2c[nH]c3ccccc23)C1=O (stereo unspecified),-4,-1,22,-7.5,-0.2,i,-0.1,-6,-8,12
CCC(=O)N1CCc2cc(S(=O)(=O)NCCC(=O)NCc3ccccc3OC)ccc21,0,10,-2,0.3,1.0,-0.2,0.0,-2,-4,3
COc1ccc(C(=O)NCC(=O)OCC(=O)Nc2cccc(S(=O)(=O)N3CCCC3)c2)cc1,3,-2,-13,0.7,-1.7,i,1.2,2,11,28
CCOc1ccccc1OCCOCCOc1ccccc1[N+](=O)[O-],1,4,-21,0.5,0.7,-0.2,-0.5,3,-7,27
CCn1c(CN2CCN(C(c3ccccc3)c3ccccc3)CC2)nc2c1c(=O)n(C)c(=O)n2C,5,nt,-3,1.4,nt,-0.4,1.8,-2,10,21
COc1cc(CNC2CCCC2)cc(Cl)c1OCc1ccccc1F,-7,-4,-17,-0.9,0.8,-4.8,-1.9,2,6,-3
COc1ccc(/C=C2/SC(=O)N(CCNC(=O)C3CC(=O)N(Cc4ccccc4)C3)C2=O)cc1 (stereo unspecified),-3,4,nt,-0.2,9.1,0.1,nt,nt,nt,15
Cn1c(SCC(=O)NCC2CCCO2)ncc(C(=O)Nc2ccc(F)cc2)c1=O (stereo unspecified),2,-6,1,-0.6,0.5,0.1,-0.2,nt,nt,1
COc1ccc(/C=C/C(=O)Nc2ccccc2C(F)(F)F)cc1,-2,-10,-13,0.2,nt,-0.3,-1.2,3,14,-8
O=C(c1cc(COc2ccc(F)cc2Cl)on1)N(CCO)Cc1cccs1,-1,4,-3,-0.7,-0.2,-0.3,1.6,-4,48,20
Cc1ccc2cc(C#N)c(SCC(=O)N3CCCc4ccccc43)nc2c1,-1,2,-4,0.5,nt,i,-1.2,1,-8,-5
Clc1ccc(-c2noc3c2-c2nc(Cc4cccc5ccccc45)sc2CC3)cc1,-2,-8,-1,-0.2,-0.7,-0.2,-1.0,nt,nt,4
CCCCn1c(=N)n(CC(=O)C(C)(C)C)c2ccccc21,-5,1,-21,-0.2,nt,i,1.2,-6,16,2
CN1CCN(C(=O)c2cc(S(=O)(=O)Nc3ccccc3F)c(Cl)cc2Cl)CC1,13,1,-6,0.7,1.1,i,-1.1,2,44,-2
CCN(CC)CCn1c(NCc2ccc3c(c2)OCO3)nc2ccccc21,-3,-11,4,-0.4,1.8,-0.3,0.5,-2,17,3
COc1ccc(CN(CC(O)COc2cccc3[nH]cc(C)c23)C(C)(C)C)cc1 (stereo unspecified),-13,-7,-9,-4.1,3.0,0.6,0.7,2,7,-5
CC1(C(=O)NS(C)(=O)=O)CCN1C(=O)Cc1ccc(Cl)cc1Cl (stereo unspecified),0,4,nt,0.0,1.0,-0.4,nt,nt,nt,4

# (further entries)
SMILES,Anthrax LF inh2,CCHFV vOTU inh,SSB-PriA inh,BoNT A protease,TcdB inh,BH1578 lux ind,PfHsp40 rescue,SARS 3CLpro inh,DUSP3 inh,Y pestis TopoI
CCOc1ccc(NC(=O)CN2C(=O)COc3ccc(S(=O)(=O)N4CCCC4)cc32)cc1,-4,10,-3,0.9,1.5,i,1.5,-4,32,0
CCCCOc1ccc(-c2nnn(CCC(=O)N3CCOCC3)n2)cc1,-4,3,-12,-0.7,1.4,-0.6,0.6,1,43,12
CCc1cc(-c2nnn(CCC3COCCO3)c2CC)cc(CC)c1-c1cn(Cc2ccc3ccccc3c2)nn1 (stereo unspecified),-8,-1,nt,-0.6,1.5,-0.3,nt,nt,nt,32
N/C(Cc1ccccc1Sc1ccccc1)=N\O,-1,6,nt,-0.3,2.3,-0.5,-0.6,2,12,8
O=C(CCc1ccccc1)NNC(=O)c1ccccc1C(=O)O,-2,-4,-6,-0.7,0.2,0.2,-0.2,-5,-3,-2
COc1ccccc1N1CCN(Cc2cnc(-c3ccccc3)[nH]2)CC1,-5,-2,2,-0.8,0.7,-0.6,-1.0,2,5,1
CC(C)C(C)NC(=O)COc1ncnc2sccc12 (stereo unspecified),-1,-14,-2,-0.3,1.1,i,0.2,0,11,3
CN(CC(=O)NC(=O)NC(C)(C)C)CC(=O)Nc1ccccc1Cl,0,-9,0,-1.5,0.5,i,-1.6,-4,-2,5
N#Cc1ccc(CSc2nnc(-c3ccccn3)n2-c2ccc(Cl)cc2)cc1,-1,12,-2,1.2,nt,-2.2,-0.3,2,-12,11

# The list is partial (hit frequency here may not be typical).
